Hep lipid drop – modulators of hepatic lipid droplet formation; AML12 mouse hepatocytes, oleate lipid droplets, BODIPY imaging; inhibition, % at 6.5 µM; 240,000 tested, 0.4% active; AID 1656;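 active = lipid droplet intensity inhibited by at least 50%, with more than 500 cells counted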
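Assay system: AML12 mouse liver cells | Compound dosing: One dose, 6.5 µM compound | Read-out basis: Droplet intensity reduction, % inhibition | Measured by: Fluorescence imaging, 20x objective, two fields per well | Schedule: Overnight treatment with compound plus oleate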
T cell modulator – modulates CD8 T cell binding to vesicles; 2C CD8+ T cell-vesicle binding, flow cytometry; stronger effect = lower value; calls only at 7 µM; AID 2052; 330,000 tested, 0.068% active;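 active = response, share of CD8 T cells binding vesicles, and their 90th percentile fluorescence all below set limits, cut at about 80% in these data, passing the limit was not always enough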
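incubation = binding step 1.5 h, 37 °C, antibody labelling 20 min, ice | test system = 2C mouse CD8+ T cells | read-out basis = percent CD8+ FL2 mean versus row control | controls = Peptide-free naked vesicles (low) and QL9 vesicles with 0.7% DMSO vehicle (high) | detection = flow cytometry of vesicle-bound cells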
Hep lipid drop cells 6.5 µM – second read-out of Hep lipid drop, no call of its own (marks repeat the call); cell count; measured here: cell count, cytotoxicity flag;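 cells counted across two imaged fields per well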
T cell modulator vesicle-bound % – second read-out of T cell modulator, no call of its own (marks repeat the call); double positive events, %; measured here: CD8+ vesicle-bound cell fraction;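 binding gate set so that unloaded-vesicle control wells show 10% double positive cells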
Starred values were filed as active, the others as inactive; i = inactive; & = joins results of further samples. The list is partial (hit frequency here may not be typical).

SMILES	Hep lipid drop	Hep lipid drop cells 6.5 µM	T cell modulator	T cell modulator vesicle-bound %
CC1CCN(S(=O)(=O)c2cccc(C(=O)Nc3nncs3)c2)CC1	11	821	i	6
Cc1ccc(OCCn2c(C)nc3ccccc32)cc1	-5	813	i	44
CC1CCC(NC(=O)c2ccc3snnc3c2)CC1 (stereo unspecified)	-12	729	i	47
CC(=O)c1c(C)nn(CC(=O)NC2CCCN(Cc3ccc(CC(C)C)cc3)C2)c1C (stereo unspecified)	-2	729	i	31
O=C(COc1ccccc1)Nc1ccc2oc(=O)ccc2c1	2	836	i	27
CC(C)CCNC(=O)CCc1nnc2n(CCCOC(C)C)c(=O)c3ccccc3n12	17	740	i	40
Cn1nc(C(C)(C)C)c([N+](=O)[O-])c1C(=O)NC1CCCCC1	15	737	i	16
CCOC(=O)C1(Cc2ccccc2C)CCCN(C(=O)c2ccc(CSC)o2)C1 (stereo unspecified)	-5	506	i	83
O=S1(=O)CCOC[C@H](c2ccccc2)N1Cc1cccc(Cl)c1	-28	767	i	14
Cc1cc(-c2ccccc2)nc2cc(C(=O)OC(C)C)nn12	-1	763	i	48
CCn1nnnc1NCc1ccc(SC)cc1	-8	790	i	60
C/C1=C\CCC2C(/C=C(\C)CC1)OC(=O)C2CN1CCCCC1 (stereo unspecified)	2	775	i	10
COc1ccc(NCc2ccsc2)cc1	1	838	i	31
O=C(CN1CCc2cc3c(cc2C1)OCCCO3)Nc1ccc(S(=O)(=O)N2CCCC2)cc1	-2	643	i	11
Cn1c(COc2ccc(F)cc2)nc2ccccc21	1	842	i	55
O=C(NC1CCN(C(=O)NCc2ccccc2)CC1)c1cccc(F)c1	28	547	i	11
COc1ccc(/C=N\NC(=O)c2ccccc2Br)cc1COc1ccccc1	22	670	i	66
CC1CCN(S(=O)(=O)c2cccc(C(=O)N3CCN(c4ccc(F)cc4)CC3)c2)CC1	-4	800	i	40
COc1ccc(S(=O)(=O)NCC2CCC(C(=O)O)CC2)cc1 (stereo unspecified)	16	772	i	38
O=C(NC1CCN(C(=O)Nc2ccccc2Cl)CC1)c1cccc(F)c1	8	829	i	22

Structural class: the compounds so far with a halogen (6)
SMILES	Hep lipid drop	Hep lipid drop cells 6.5 µM	T cell modulator	T cell modulator vesicle-bound %
O=S1(=O)CCOC[C@H](c2ccccc2)N1Cc1cccc(Cl)c1	-28	767	i	14
Cn1c(COc2ccc(F)cc2)nc2ccccc21	1	842	i	55
O=C(NC1CCN(C(=O)NCc2ccccc2)CC1)c1cccc(F)c1	28	547	i	11
COc1ccc(/C=N\NC(=O)c2ccccc2Br)cc1COc1ccccc1	22	670	i	66
CC1CCN(S(=O)(=O)c2cccc(C(=O)N3CCN(c4ccc(F)cc4)CC3)c2)CC1	-4	800	i	40
O=C(NC1CCN(C(=O)Nc2ccccc2Cl)CC1)c1cccc(F)c1	8	829	i	22

Additional records.
SMILES	Hep lipid drop	Hep lipid drop cells 6.5 µM	T cell modulator	T cell modulator vesicle-bound %
COc1cc(/C=C/c2nc3ccccc3c(=O)[nH]2)cc(OC)c1OC	0	835	i	61
CC(=O)c1cccc(NC(=O)CCc2nnc3ccc(N4CCOCC4)nn23)c1	-4	816	i	31
CCOc1ccc(NC(=O)n2ncc3c(C)cccc32)cc1	23	863	i	8
Cc1cc(=O)n2nc(N3CCCC(C(=O)NC4CCCCC4C)C3)sc2n1 (stereo unspecified)	-4	771	i	69
CCC(Oc1ccc(C)cc1)C(=O)Nc1ccc(S(=O)(=O)Nc2nccs2)cc1 (stereo unspecified)	-2	760	i	27
CCc1ccc(-c2nc(CSCC(=O)NC3CC3)c(C)o2)cc1	-4	664	i	9
Cc1noc(C)c1CSCC(=O)N(C)CC(=O)Nc1cccc(F)c1	-2	537	i	18
COc1ccc(Cc2nnc(SCC(=O)Nc3ccc(N4CCOCC4)cc3)n2C)cc1	-10	797	i	27
COc1ccc(OCC(=O)NC2CCCCCCC2)cc1	-2	838	i	6
CCOc1ccc(CCNC(=O)C2CC(=O)N(Cc3ccc(OC)cc3)C2)cc1OCC (stereo unspecified)	57*	713*	i	16
O=C(C1COc2ccccc2O1)N1CCN(Cc2ccccc2)CC1 (stereo unspecified)	-8	783	i	51
CCCCn1c(N)c(N(CC(C)C)C(=O)C2CCN(C(=O)c3ccc(F)cc3)CC2)c(=O)[nH]c1=O	0	713	i	52
C=CCOc1ccccc1CN1CCC(Oc2cc(C(=O)NC3CC3)ccc2OC)CC1	4	684	i	9
CCN(CC(=O)NCc1ccc(Cl)cc1)C(=O)c1ccc(S(=O)(=O)NCc2ccco2)cc1	36	718	i	53
O=S(=O)(Nc1ccc(S(=O)(=O)Nc2nccs2)cc1)c1ccc(Br)cc1	-3	651	i	64
CCc1ccc(OC(=O)/C=C/c2ccco2)cc1	9	808	i	54
COc1ccc(N(CC(=O)N/N=C/c2ccccc2F)S(=O)(=O)c2ccccc2)cc1	-9	434	i	34
COc1cccc(OC)c1OC(=O)/C=C/c1ccc(C)o1	-16	658	i	39
COc1cc(C(=O)NCCOC(=O)c2cccc(N(C)C)c2)cc(OC)c1OC	8	815	i	35
COc1cccc(/C=C2\Oc3cc(OCC(=O)N4CCC[C@H]4C(=O)O)ccc3C2=O)c1	-2	778	i	19
CCc1cc(=O)oc2cc(OC(C)C(=O)NCc3ccccn3)ccc12 (stereo unspecified)	-13	717	i	21
Cc1cccc(CC(=O)N2CCC(n3nccc3NC(=O)C3CC3)CC2)c1	-1	823	i	15
CCN(CC)Cc1cc(Nc2ccnc3cc(Cl)ccc23)ccc1O	-2	775	i	38&34
CC(C)Oc1cc(C(=O)NC2CCCCC2)c2ccccc2n1	-9	825	i	60
Cc1occc1C(=O)Nc1cccc(Cl)c1Cl	10	811	i	37
CCOc1ccc(NC(=O)c2cc(S(=O)(=O)N3CCOCC3)cn2C)cc1	-3	756	i	20
CCN(CC)S(=O)(=O)c1ccc(N2CCN(c3ccccc3OC)CC2)c(N)c1	-1	734	i	27
COc1cc2c(cc1OC)C(c1ccccc1)NC(C)(C)C2 (stereo unspecified)	10	815	i	43
O=C(c1sc2ccccc2c1Cl)N1CCN(c2ccccn2)CC1	9	830	i	52
CC(Oc1ccc2c3c(c(=O)oc2c1)CCC3)C(=O)NCCN1CCOCC1 (stereo unspecified)	8	711	i	32
Cc1ccc(C)c(N2CC(C(=O)Nc3nccs3)CC2=O)c1 (stereo unspecified)	-26	752	i	61
Cc1ccc(Cn2ncc3c(NCCN(C)C)ncnc32)cc1	2	820	i	61
C/C(=N/NS(=O)(=O)c1cccc([N+](=O)[O-])c1)c1c[nH]c2ccccc12	16	666	i	25
O=C(CNC(=O)c1nc[nH]c1C(=O)NCc1ccccc1)OCc1ccccc1	4	763	i	8
COc1ccc(OC)c(C2=NS(=O)(=O)N(C)C(C(=O)NCc3cccs3)=C2)c1	6	756	i	11
C[C@@H]1NC(=O)N(c2ccc(F)cc2)C1=O	15	791	i	50
CC(C)C(=O)Nc1ccc(NC(=O)c2cccc3c(Br)cccc23)cc1	-19	797	i	12
Cc1ccc(NC(=O)C2C3CCC(O3)C2C(=O)O)c(Br)c1 (stereo unspecified)	2	847	i	63
CCn1c(=O)c(C(=O)Nc2ccc(C)cc2)c(O)c2ccccc21	-11	815	i	66
COC(=O)Cn1c(=O)c2c(nc3n2CC(C)CN3Cc2ccccc2)n(C)c1=O (stereo unspecified)	-3	769	i	26
CCN(CC)S(=O)(=O)c1cc(C(=O)Nc2cc(C)on2)ccc1Cl	0	887	i	25
CCOc1ccccc1N(CC(=O)NC1CCCC1)C(=O)CNC(=O)c1cccs1	-9	755	i	32
Cc1ccccc1NC(=O)c1cccc(N2C(=O)C3CCCCC3C2=O)c1 (stereo unspecified)	-8	789	i	25
CNC(=O)c1ccc(Nc2nnc(-c3ccc(C(N)=O)cc3)c3ccccc23)cc1	22	842	i	28
CCN(Cc1ccccc1)S(=O)(=O)c1cn(C)cn1	0	759	i	33
Cc1cc(=O)n2nc(N3CCC(C(=O)N4CCN(c5ccccc5)CC4)CC3)sc2n1	-3	713	i	19
O=C1CCC(C(=O)N2CCCCO2)CN1CCc1ccc(Cl)cc1 (stereo unspecified)	-25	571	i	68
CS(=O)(=O)Cc1ccc(C(=O)NC2CCCc3ccccc32)cc1 (stereo unspecified)	-9	789	i	27
CCCCC(=O)N1CC(=O)Nc2ccc(F)cc2C1c1ccccc1 (stereo unspecified)	-20	406	i	60
COc1cc2cc(C(=O)NCCc3ccccc3)[nH]c2cc1OC	-6	780	i	50

Quoted from the listing.
CCCCC(=O)N1CC(=O)Nc2ccc(F)cc2C1c1ccccc1 (stereo unspecified) in Hep lipid drop cells 6.5 µM: 406
CCN(CC)S(=O)(=O)c1cc(C(=O)Nc2cc(C)on2)ccc1Cl in Hep lipid drop: 0
Cc1cc(=O)n2nc(N3CCC(C(=O)N4CCN(c5ccccc5)CC4)CC3)sc2n1 in Hep lipid drop: -3

Next section.
SMILES	Hep lipid drop	Hep lipid drop cells 6.5 µM	T cell modulator	T cell modulator vesicle-bound %
Cc1cccc(NC(=O)C2CCN(C(=O)N3CCOc4ccccc43)CC2)c1C	-17	720	i	43
NC(=O)CSc1oc(-c2ccco2)nc1S(=O)(=O)c1ccc(Cl)cc1	-39	723	i	12
O=C(c1c[nH]c(C(=O)C(Cl)(Cl)Cl)c1)c1ccc(F)cc1F	-10	781	i	33
Cc1cccn2c(=O)c3cc(C(=O)NC4CCCCC4)c(=N)n(Cc4ccc(F)cc4)c3nc12	11	700	i	16
Cc1cccc(C(=O)Nc2cccc(C(=O)NC3CCCC3)c2)c1	3	827	i	22
Cc1ccccc1CSc1nnc(-c2ccncc2)n1C	26	842	i	19
CCCCCCCNC(=O)C1(CC2CC(c3ccc(Cl)cc3)=NO2)CCN(C(=O)OC(C)(C)C)CC1 (stereo unspecified)	12	775	i	53
COc1ccc(O)c(CN2CCCC(N3CCc4ccccc4C3)C2)c1 (stereo unspecified)	-12	774	i	54
O=C(NCC(=O)N(c1ccc(F)cc1)C(C(=O)NC1CCCC1)c1ccncc1)c1ccco1 (stereo unspecified)	-11	783	i	23
Cc1cccc(CNC(=O)CC2C(=O)NCCN2C2CCCC2)c1 (stereo unspecified)	1	846	i	67
COc1ccc(N2CCN(CNC(=O)c3ccccc3)CC2)cc1	-2	849	i	52
O=C(Nc1cccc(C(=O)O)c1)/C(=C\c1ccc2c(c1)OCO2)NC(=O)c1ccccc1Cl	-8	670	i	19
CC(Oc1ccccc1)C(=O)N1CCN(C(=O)C(C)Oc2ccccc2)CC1 (stereo unspecified)	12	680	i	28
CC(=O)c1cccc(S(=O)(=O)NCCC(=O)Nc2ccc(S(N)(=O)=O)cc2)c1	-2	804	i	16
CCN(CC)Cc1c(C(=O)N/N=C/c2cccc(OCc3cccc(Cl)c3)c2)nnn1-c1nonc1N	-3	707	i	17
O=C(CCN1C(=O)/C(=C/c2ccc(Cl)cc2)SC1=S)NC1C=CS(=O)(=O)C1 (stereo unspecified)	0	717	i	19
CCCCCCc1nnc(NC(=O)c2ccco2)s1	-16	793	i	62
COc1ccc(/C=C2\Sc3ccc(C(=O)N4CCN(Cc5ccccc5)CC4)cc3N(C)C2=O)cc1OC	-11	757	i	6
O=C(c1ccc(Br)cc1)N1CCCc2ccccc21	-14	785	i	60
O=C(OCc1ccc(COC(=O)c2ccc(O)cc2)cc1)c1ccc(O)cc1	0	830	i	50
CCc1ccc(CN2CCC(N3CCC(C(=O)N4CCCC4)CC3)CC2)o1	16	726	i	17
Cc1cn(CC(=O)c2ccccc2)c2ccccc12	-11	758	i	49
NC(=O)CC(NC(=O)c1ccccc1)c1ccc(N2CCCCCC2)c([N+](=O)[O-])c1 (stereo unspecified)	-8	750	i	16
O=C(OCc1ccc(Br)cc1F)c1cc2ccccc2oc1=O	-5	772	i	18
O=C(c1cccc(Cl)c1)N1CCC2(CC1)NCCc1[nH]cnc12	12	743	i	30

Exported with two lines to a compound: entries from further up.
The line under a structure holds: Hep lipid drop	Hep lipid drop cells 6.5 µM	T cell modulator	T cell modulator vesicle-bound %
Cc1cn(CC(=O)c2ccccc2)c2ccccc12
    -11	758	i	49
NC(=O)CC(NC(=O)c1ccccc1)c1ccc(N2CCCCCC2)c([N+](=O)[O-])c1 (stereo unspecified)
    -8	750	i	16
O=C(OCc1ccc(Br)cc1F)c1cc2ccccc2oc1=O
    -5	772	i	18
O=C(c1cccc(Cl)c1)N1CCC2(CC1)NCCc1[nH]cnc12
    12	743	i	30
